# Assay outcomes as filed in PubChem.
# NPC1 promoter act – qHTS Assay for NPC1 Promoter Activators. Huh7 NPC1 promoter luciferase reporter, 24 h. Potency, µM (top dose mostly 9.22 µM), without a hit: top-dose activation, most hits filed as activators. actives 2.4% (n = 320,000);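 also: potency is read from the fitted curve at half-maximal effect; % of control where 0% means no effect; nearly all actives have a fitted effect of over 60% in size; reporter is driven by a mutant NPC1 promoter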
#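 Huh7 reporter cells (NPC1 promoter driving luciferase) are dosed with compound for 24 h at 37 °C, 5% CO2; luciferase detection reagent is then added and luminescence measured after 10 min at ambient temperature.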
# PKM2 act – qHTS Assay for Activators of Human Muscle isoform 2 Pyruvate Kinase; Pyruvate kinase PKM (Homo sapiens), P14618; purified PKM2, Kinase-Glo ATP luminescence, activation; response scale: 0% is enzyme alone, no compound; Potency, µM (series often up to 57.5 µM), for inactives: top-dose activation, usual class: activators; actives 0.34% (n = 260,000); also: potency is read from the fitted curve at half-maximal effect; % is scaled to controls: 0 for no effect and ±100 for the full control effect; nearly all actives have a fitted effect of over 55% in size
# Target sequence (P14618 whole entry, looked up, canonical isoform): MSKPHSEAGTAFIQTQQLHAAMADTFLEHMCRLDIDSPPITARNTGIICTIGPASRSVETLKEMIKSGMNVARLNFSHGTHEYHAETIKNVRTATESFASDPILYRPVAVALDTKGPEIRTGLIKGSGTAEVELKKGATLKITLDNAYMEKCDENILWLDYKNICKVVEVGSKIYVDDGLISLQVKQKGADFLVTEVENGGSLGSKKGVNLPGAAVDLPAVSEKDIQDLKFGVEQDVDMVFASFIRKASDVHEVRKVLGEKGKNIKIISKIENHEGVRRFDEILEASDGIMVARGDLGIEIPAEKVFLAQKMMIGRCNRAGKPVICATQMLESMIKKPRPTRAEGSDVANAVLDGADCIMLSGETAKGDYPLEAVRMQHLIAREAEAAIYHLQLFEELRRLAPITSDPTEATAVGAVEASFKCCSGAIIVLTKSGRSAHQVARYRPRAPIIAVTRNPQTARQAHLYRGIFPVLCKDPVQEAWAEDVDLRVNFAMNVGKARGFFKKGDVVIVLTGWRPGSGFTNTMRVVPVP
#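 hPK-M2, >95% pure; 0.1 mM ADP / 0.5 mM PEP final; imidazole pH7.2 buffer w/ 7 mM MgCl2, 50 mM KCl; 1 h RT; Kinase-Glo lum. Intermediate enzyme activity for dual inhibitor/activator qHTS.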
# ELG1 DNA repair – qHTS screen for small molecules that inhibit ELG1-dependent DNA repair in human embryonic kidney (HEK293T) cells expressing luciferase-tagged ELG1 | actives 2.3% (n = 330,000) | HEK293T ELG1-luciferase reporter, luminescence, 16 h; DNA damage induced by 5-fluorouridine | Potency, µM (doses to about 46.1 µM), inactives show at the highest dose activity change, negative = inhibition, hits mostly inhibitors; also: potency is read from the fitted curve at half-maximal effect; % is scaled to controls: 0 for no effect and ±100 for the full control effect; nearly all actives have a fitted effect of over 55% in size
#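 HEK293T cells expressing luciferase-tagged ELG1 (2,000/well) received 5-Fluorouridine plus compound or DMSO for 16 hr at 37 °C. Luciferase was read by ONE-Glo luminescence after 30 min at room temperature.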
# VP16 counter – VP16 counterscreen qHTS for inhibitors of ROR gamma transcriptional activity; Drosophila S2 Gal4-VP16 UAS-luciferase, luminescence, 20 h; Potency, µM (top dose mostly 53.6 µM), without a hit: top-dose activity, negative = inhibition, hits mostly inhibitors; actives 3.5% (n = 310,000);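 also: Gal4-VP16 expression switched on by copper sulfate through the metallothionein promoter; potency is read from the fitted curve at half-maximal effect; % is scaled to controls: 0 for no effect and ±100 for the full control effect; nearly all actives have a fitted effect of over 50% in size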
# MBNL1 CUG block – qHTS Assay for Inhibitors of MBNL1-poly(CUG) RNA binding; Muscleblind-like protein 1 (Homo sapiens), Q9NR56; TR-FRET MBNL1-His/biotin-(CUG)12 binding, 665/545 ratio; Potency, µM (titrated, usually from 57.5 µM), inactives show at the top dose activity change, negative = inhibition, most hits filed as inhibitors; actives 0.036% (n = 280,000); AID 2675, 2010; active = well fitted inhibition curve with a large enough effect in the signal ratio, with a control signal flat, not every such curve was filed as active; inconclusive = small, poorly fitted or top-dose-only effect, or effect the other way, or a change in a side signal; inactive = no such curve, though single readings can be large or run the other way; the % refers to the signal ratio; also: potency is read from the fitted curve at half-maximal effect; % is scaled to controls: 0 for no effect and ±100 for the full control effect
#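 Inhibition of protein-RNA binding appears as loss of TR-FRET between terbium anti-His antibody on MBNL1-His and streptavidin-XL665 on biotin-(CUG)12. Activity is normalized to buffer-only and uninhibited-complex controls.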
# FLuc counter – qHTS profiling assay for firefly luciferase inhibitor/activator using purifed enzyme and Km concentrations of substrates (counterscreen for miR-21 project). purified FLuc, Km substrates, luminescence inhibition. Potency, µM (doses to about 57.5 µM), for the others: at the top dose activity change, negative = inhibition, actives largely listed as inhibitors. actives 6.9% (n = 360,000). AID 588342, 2011;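 also: potency is read from the fitted curve at half-maximal effect; plate controls were vehicle for no effect and reference inhibitor for full effect; nearly all actives have a fitted effect of over 55% in size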
#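 Purified P. pyralis luciferase, 10 nM final, with Km-level 10 uM D-luciferin and 10 uM ATP in 50 mM Tris acetate pH 7.5, 10 mM Mg acetate, 0.01% Tween-20, 0.05% BSA; 6-point qHTS titration about 60 µM downward; luminescence read.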
# RORg inh – qHTS for inhibitors of ROR gamma transcriptional activity. Nuclear receptor ROR-gamma (Mus musculus), P51450. Drosophila S2 Gal4-RORgamma UAS-luciferase reporter, 20 h. Potency, µM (series often up to 53.6 µM), without a hit: top-dose activity change, negative = inhibition, usual class: inhibitors. actives 5.4% (n = 310,000). AID 2551, 2010; also: potency is read from the fitted curve at half-maximal effect; % is scaled to controls: 0 for no effect and ±100 for the full control effect; nearly all actives have a fitted effect of over 60% in size
#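 ROR gamma transcriptional activity was tracked as Gal4-UAS luciferase output in stably transfected Drosophila Schneider cells, with compound added 1 hr before 700 uM copper sulfate induction and a 20 hr ambient-temperature incubation.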
# Menin MLL FP TR – qHTS Assay for Inhibitors Targeting the Menin-MLL Interaction in MLL Related Leukemias: Competition With Texas Red Labeled MLL-derived Mutant Peptide; O00255; Menin + Texas Red MLL mutant peptide, fluorescence polarization; Potency, µM (top dose mostly 61.6 µM), without a hit: at the top dose FP activity change, negative = inhibition, actives largely listed as inhibitors; actives 0.23% (n = 270,000); AID 1768, 2009; active = well fitted inhibition curve with a large enough effect in the polarisation, with a control signal flat, not every such curve was filed as active; inconclusive = small, poorly fitted or top-dose-only effect, or effect the other way, or a change in a side signal; inactive = no such curve, though single readings can be large or run the other way; the % refers to the polarisation; also: potency is read from the fitted curve at half-maximal effect; % of control where 0% means no effect; many of its hits are not listed in these tables
# Target sequence (O00255 whole entry, looked up): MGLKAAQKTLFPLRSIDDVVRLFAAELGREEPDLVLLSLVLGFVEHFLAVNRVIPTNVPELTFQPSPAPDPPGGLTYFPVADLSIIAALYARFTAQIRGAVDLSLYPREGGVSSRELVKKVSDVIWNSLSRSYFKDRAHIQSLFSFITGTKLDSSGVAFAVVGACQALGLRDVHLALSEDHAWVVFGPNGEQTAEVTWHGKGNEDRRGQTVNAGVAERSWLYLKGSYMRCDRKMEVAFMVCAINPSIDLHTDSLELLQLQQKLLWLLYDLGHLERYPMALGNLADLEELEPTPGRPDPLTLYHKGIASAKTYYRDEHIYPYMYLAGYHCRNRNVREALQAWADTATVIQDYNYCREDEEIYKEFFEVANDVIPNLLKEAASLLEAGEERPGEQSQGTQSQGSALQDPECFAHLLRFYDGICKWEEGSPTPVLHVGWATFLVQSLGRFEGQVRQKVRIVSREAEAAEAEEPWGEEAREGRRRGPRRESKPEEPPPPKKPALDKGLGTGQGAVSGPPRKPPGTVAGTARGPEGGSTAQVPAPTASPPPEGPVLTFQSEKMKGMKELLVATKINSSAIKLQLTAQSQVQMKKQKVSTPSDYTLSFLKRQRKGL
# KCNH2 3.1 inh – qHTS for Inhibitors of KCHN2 3.1: Mutant qHTS; Potassium voltage-gated channel subfamily H member 2, brain isoform KCNH2 3.1 (human); U2OS KCNH2 3.1, thallium flux FluxOr; hits give low values; activity change, % (tested at about 1.8 µM); actives 0.95% (n = 340,000); AID 720553, 2013;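 active = maximum activity change below -70%; inconclusive = maximum activity change from -70% to -50%; inactive = maximum activity change above -50%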;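 also: thallium influx rate constant from kinetic fluorescence after stimulation buffer; % is scaled to controls: 0 for no effect and ±100 for the full control effect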
#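 FluxOr-based Tl+ influx in U2OS cells transduced with KCNH2 3.1 virus; rate constants normalized to DMSO controls.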
# Mito fusion act – qHTS Assay for Small Molecule Inhibitors of Mitochondrial Division or Activators of Mitochondrial Fusion; S. cerevisiae fusion-defective mutant growth rescue, CellTiterGlo 48 h; Potency, µM (titrated, usually from 46.1 µM), without a hit: top-dose growth rescue (activation), actives largely listed as activators; actives 0.23% (n = 320,000); AID 485298, 2010;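 also: potency is read from the fitted curve at half-maximal effect; % of control where 0% means no effect; nearly all actives have a fitted effect of over 45% in size; temperature-sensitive fusion mutants such as fzo1-1 at 37 °C on non-fermentable ethanol glycerol medium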
#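 Yeast fusion mutant, YPEG (non-fermentable carbon), compound, 48 h at 37C non-permissive; CellTiterGlo added, 10 min RT, luminescence read. Rescued growth = division inhibition.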
# Rab9 prom act – qHTS Assay for Rab9 Promoter Activators. Potency, µM (titrated, usually from 9.22 µM), without a hit: at the highest dose activation, negative = inhibition, most hits filed as activators. Huh7 Rab9 promoter-luciferase reporter, luminescence, 24 h. actives 2.8% (n = 320,000); also: potency is read from the fitted curve at half-maximal effect; % of control where 0% means no effect; nearly all actives have a fitted effect of over 60% in size
#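 Cell-based reporter: Huh7 stable for Rab9 promoter-driven luciferase, plated in reduced-serum medium with 10% FBS at 1500 cells/well, compound-treated 24 h at 37 °C, luminescence read after 10 min reagent.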
# The depositor's hits bear a star; u = inconclusive; x = not tested or not shown; [ ] = remark or other dose. Unless noted, calls follow the shape of the dose curve; as a rule, active = well fitted curve in the direction sought with a large enough effect; inconclusive = small, poorly fitted or top-dose-only effect, or another doubt; inactive = no such curve, though single readings can be large; an effect the other way counts as inactive or inconclusive. Not all compounds are listed. The share of hits here may be higher or lower than overall.
smiles	NPC1 promoter act	PKM2 act	ELG1 DNA repair	VP16 counter	MBNL1 CUG block	FLuc counter	RORg inh	Menin MLL FP TR	KCNH2 3.1 inh	Mito fusion act	Rab9 prom act
Cc1cc(NCc2ccccc2)c2ccccc2n1	-2%	-4%	u	-7%	-5%	2%	u	-13%	-4	1%	-15%
Cc1cc(N(CN2CCCC2=O)C(=O)c2ccc(F)cc2)no1	-1%	-1%	29%	1%	-7%	-1%	-3%	-18%	8	-1%	-1%
Nc1ccccc1S(=O)(=O)NC1=NCCCCC1	0%	-2%	0%	2%	u	-1%	-2%	-29%	-3	-6%	0%
CC(C)=CC(=O)Nc1nnc(C(C)C)s1	3.2µM*	2%	u	-7%	-9%	12µM*	-26%	0%	11	2%	2.5µM*
CC(=O)Nc1cccc(NC(=O)C2CCN(C(=O)c3ccco3)CC2)c1	-5%	-2%	-8%	5%	0%	-1%	-8%	6%	1	1%	-1%
O=C(O)c1ccc(NS(=O)(=O)c2ccc3c(c2)C(=O)c2ccccc2C3=O)cc1	-2%	-3%	-7%	-13%	u	u	13%	u	9	4%	2%
CCC(=O)NC(Nc1nc(C)cs1)(C(=O)OC)C(F)(F)F (stereo unspecified)	-2%	-3%	-2%	-5%	-17%	-1%	3%	12%	3	-11%	-5%
O=C1NC(c2ccccc2)=NC1(Nc1ccccn1)C(F)(F)F (stereo unspecified)	-2%	-2%	-1%	-11%	x	-3%	-1%	4%	2	-4%	10%
Cc1c(-c2ccco2)[n+](=O)c2c(n1[O-])CCCCC2	-4%	-4%	0%	-5%	20%	3%	-3%	0%	1	0%	0%
CCN(CC#CCC(O)(c1ccccc1)c1ccccc1)C(C)C	0%	-4%	-1%	17%	x	1%	-27%	-7%	8	-1%	0%
CCOC(=O)Cc1c(C)nc2cc(C)nn2c1C	9%	-7%	21%	-7%	-10%	-7%	8%	4%	-4	4%	12%
Cc1cccc(C(=O)Nc2nnc(-c3ccc(C(C)(C)C)cc3)s2)c1	16%	13%	8%	4%	-6%	11µM*	14µM*	3%	-89*	-2%	10%
COc1ccc(N(CC(O)Cn2cnc3ccccc32)S(=O)(=O)c2ccc(C)cc2)cc1 (stereo unspecified)	2%	2%	u	u	-15%	-1%	38%	-4%	-27	-1%	0%
C=CCOC(=O)C1C(=O)CC(C)(O)C(C(=O)OCC=C)C1c1ccc(OC)cc1 (stereo unspecified)	-4%	-4%	-4%	-10%	u	0%	24%	12%	-2	-7%	-2%
O=C1Nc2c(c(=O)[nH]c(=O)n2-c2ccccc2)C1(Nc1ncccn1)C(F)(F)F (stereo unspecified)	-3%	0%	-3%	-10%	-2%	-1%	-8%	-5%	-25	-7%	0%
Cc1cc(=O)oc2c(C)c(OC(C)C(=O)NCc3ccccn3)ccc12 (stereo unspecified)	-1%	x	u	-6%	-3%	1%	32%	-9%	3	7%	3%
Cc1cc(N2CCN(C(=O)c3ccco3)CC2)nc(-c2ccccc2)n1	0%	5%	0%	-4%	-12%	-2%	17%	-9%	-24	u	0%
Cc1occc1-c1nnc(SCC(=O)N2CCCCC2)n1C	2%	x	12%	x	x	1%	x	x	9	-2%	-4%
Cc1cc(S(=O)(=O)NCc2cccnc2)ccc1-n1cnnn1	0%	-2%	3%	2%	3%	1%	7%	7%	-21	-2%	7%
COc1cccc(-c2ccc(C#N)c(SCC(=O)NCCc3cccc(Cl)c3)n2)c1	-8%	2%	-9%	-22%	u	-1%	-15%	u	-2	1%	-2%
CCCCS(=O)(=O)Nc1ccc(C(=O)NCC2CCCO2)cc1 (stereo unspecified)	-1%	4%	5%	-1%	3%	3%	-32%	27%	5	-4%	-1%
Cc1onc(-c2ccccc2Cl)c1C(=O)NCc1cccnc1	-3%	3%	-1%	20%	-4%	0%	2%	-14%	-29	-1%	-10%
COCCn1c(SCC(=O)Nc2cc(C)on2)nc2ccccc2c1=O	1%	x	u	x	x	1%	x	x	11	-1%	-3%
S=c1[nH]nc(-c2ccc(Br)cc2)n1-c1ccc2c(c1)OCCO2	-3%	11%	0%	-29%	-5%	u	0.4µM*	x	9	11%	0%
COc1ccc(C(=O)NC(=S)N2CCCc3ccccc32)cc1OC	-2%	-5%	-13%	-14%	-4%	-16%	-44%	u	-3	-2%	1%
COc1ccccc1C1C(C(N)=O)=C(C)Nc2nc(-c3ccc(Cl)cc3)nn21 (stereo unspecified)	2%	-6%	u	-3%	-7%	5%	-2%	10%	-3	-1%	-5%
COCCn1c(SCC(=O)Nc2ccc(OC)cc2OC)nc2ccccc2c1=O	-2%	3%	5%	2%	-2%	-1%	u	u	-9	-1%	-3%
O=C(O)c1ccc(CP(=O)(c2ccccc2)c2ccccc2)cc1	-3%	1%	-13%	9%	8%	-1%	-7%	2%	8	-3%	-1%
O=C(c1ccncc1)N1C2C=CC(C2)C1(C(F)(F)F)C(F)(F)F (stereo unspecified)	8%	-14%	u	-11%	-8%	3%	1%	5%	x	-32%[inhibitor]	0%
C[N+]1(CCOc2ccc([N+](=O)[O-])cc2)CCOCC1	6%	-21%	8%	-14%	u	-10%	1%	2%	-5	2%	-2%
Cc1c(C2=CCN(S(=O)(=O)c3ccc(Cl)cc3)CC2)c2ccccc2n1C	-1%	-17%	3%	0%	-8%	2%	1%	u	-7	15%	-10%
CSc1nc2ncc(C(=O)O)c(N)n2n1	-2%	-9%	-2%	13%	2%	2%	-16%	-13%	-1	-7%	3%
CCOc1ccc(C(=O)OCC(=O)NCc2ccccc2)cc1OCC	-2%	x	-4%	x	x	x	x	x	-6	-6%	-7%
CC(C)(C)OC(=O)N1Cc2ccccc2C[C@H]1C(=O)N1CCC[C@H]1C(=O)O	2%	x	8%	1%	-9%	-1%	4%	u	-3	-18%	0%
O=C(N/C(=C\c1cccs1)C(=O)N1CCCCCC1)c1ccccc1	2%	-3%	4%	-3%	7%	5%	27%	-16%	1	2%	1%
COc1ccc(C)cc1N(CC(=O)N1CCc2ccccc2C1)S(C)(=O)=O	0%	9%	-14%	7%	-9%	0%	16%	u	2	5%	6%
CC(OC(=O)C1CCCCC1)C(=O)Nc1cccc([N+](=O)[O-])c1 (stereo unspecified)	-1%	x	-9%	x	x	4%	x	x	3	9%	-3%
CN(C)C(CNC(C(=O)Nc1ccc([N+](=O)[O-])cc1Br)c1ccccc1)c1ccccc1 (stereo unspecified)	-7%	3%	2%	18%	u	-2%	-42%	u	-85*	-12%	1%
O=C(Cc1cn2ccsc2n1)Nc1nc2c(s1)CN(Cc1ccccc1)CC2	7%	-14%	9%	9%	25%	-18%	-1%	-16%	14	6%	-3%
COc1cccc(C(=O)N2CCN(S(=O)(=O)Cc3ccccc3)CC2)c1OC	2%	0%	-16%	-13%	-7%	1%	-29%	-3%	11	-1%	-2%
CCCCCCNC(=O)CC(NS(=O)(=O)c1ccc(OC)cc1)C(C)C (stereo unspecified)	-2%	0%	-12%	-12%	-5%[11.5 µM]	1%	29%	7%	30	-32%[inhibitor]	-3%
O=S(=O)(NC1CC1)c1ccc(S(=O)(=O)N(Cc2ccccn2)C2CCCC2)cc1	-1%	-8%	-7%	-5%	-2%	5%	13%	-1%	-10	4%	16%
CC(C(=O)c1c[nH]c(C(=O)N=CN(C)C)c1)c1ncc(C(F)(F)F)cc1Cl (stereo unspecified)	7%	7%	4%	0%	x	-2%	17%	0%	2	-9%	2%
COc1ccccc1C(=O)Nc1ccc(Br)c2cccnc12	14%	1%	7%	11%	2%	12µM*	35%	u	11	2%	10%
